MBNL1 CUG block – blocks human MBNL1 binding to CUG repeat RNA; Q9NR56; TR-FRET MBNL1-His/biotin-(CUG)12 binding, 665/545 ratio; Potency, µM (doses to about 57.5 µM), without a hit: at the top dose activity change, negative = inhibition, hits mostly inhibitors; hit rate 0.036% among 280,000; AID 2675; active means well fitted inhibition curve with a large enough effect in the signal ratio, with a control signal flat, not every such curve was filed as active; inconclusive means small, poorly fitted or top-dose-only effect, or effect the other way, or a change in a side signal; inactive means no such curve, though single readings can be large or run the other way; the % refers to the signal ratio; further: potency means the concentration at half of the fitted maximal effect; on the % scale 0 is the no-effect control and ±100 the full control effect
Target sequence (Q9NR56 whole entry, looked up): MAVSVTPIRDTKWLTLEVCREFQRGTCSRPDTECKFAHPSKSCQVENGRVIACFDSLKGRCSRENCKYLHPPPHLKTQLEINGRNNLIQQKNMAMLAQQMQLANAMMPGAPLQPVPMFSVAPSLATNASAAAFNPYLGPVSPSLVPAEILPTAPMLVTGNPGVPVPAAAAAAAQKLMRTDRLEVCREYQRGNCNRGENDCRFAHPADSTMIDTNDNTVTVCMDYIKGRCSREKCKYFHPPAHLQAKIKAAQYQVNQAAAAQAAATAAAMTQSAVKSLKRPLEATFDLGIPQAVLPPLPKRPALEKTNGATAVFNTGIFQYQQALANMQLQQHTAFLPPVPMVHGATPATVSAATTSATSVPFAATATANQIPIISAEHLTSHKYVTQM
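TR-FRET readout: Ex 340 nm, 665/545 nm emission ratio, normalized to buffer-only (basal) and MBNL1-(CUG)12 controls. Complex of MBNL1-His with Biotin-(CUG)12, compounds 92 nM–58 uM, incubated 60 min at room temperature.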
PKM2 act – activators of human pyruvate kinase M2 | purified PKM2, Kinase-Glo ATP luminescence, activation; response scale: 0% is enzyme alone, no compound | Potency, µM (doses to about 57.5 µM), for inactives: at the highest dose activation, most hits filed as activators | hit rate 0.34% among 260,000 | AID 1631; further: potency means the concentration at half of the fitted maximal effect; on the % scale 0 is the no-effect control and ±100 the full control effect; nearly all actives have a fitted effect of over 55% in size
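Purified hPK-M2 (>95%) run at intermediate activity with 0.1 mM ADP and 0.5 mM PEP in 50 mM imidazole pH 7.2, KCl, MgCl2; 1 h room temperature. ATP formed read by Kinase-Glo luminescence; normalized to uninhibited and no-enzyme controls.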
GALK inhibitor – blocks human galactokinase activity; Potency, µM (highest dose often 57.5 µM), for the others: top-dose activity change, negative = inhibition, usual class: inhibitors; P51570; Purified GALK, Kinase-Glo residual ATP luminescence; hit rate 0.007% among 270,000; further: potency means the concentration at half of the fitted maximal effect; on the % scale 0 is the no-effect control and ±100 the full control effect
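5 nM enzyme, 35 uM ATP, 100 uM galactose, 20 mM HEPES pH8.0, 5 mM MgCl2; 1 h RT; residual ATP by Kinase-Glo Plus luminescence, qHTS format.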
Eya2 phos inh – inhibitors of human Eya2 phosphatase activity; O00167; recombinant Eya2, OMFP fluorescence dephosphorylation (OMFP is methylfluorescein phosphate); Potency, µM (doses to about 76.9 µM), for the others: at the top dose activity, negative = inhibition, hits mostly inhibitors; hit rate 0.006% among 330,000; further: potency means the concentration at half of the fitted maximal effect; on the % scale 0 is the no-effect control and ±100 the full control effect
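Eya2 protein (added as 0.2 uM solution) was preincubated with compound for 10 min at ambient temperature in 50 mM HEPES pH 7.5, 50 mM NaCl, 5 uM MgCl2, 0.05% BSA, 1 mM DTT. OMFP (added at 50 uM) then reacted 10 min; fluorescence read at 485/525 nm.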
Mito fusion act – blocks mitochondrial division or promotes mitochondrial fusion; S. cerevisiae fusion-defective mutant growth rescue, CellTiterGlo 48 h; Potency, µM (titrated, usually from 46.1 µM), for the others: top-dose growth rescue (activation), actives largely listed as activators; hit rate 0.23% among 320,000; AID 485298;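 further: potency means the concentration at half of the fitted maximal effect; % of control where 0% means no effect; nearly all actives have a fitted effect of over 45% in size; temperature-sensitive fusion mutants such as fzo1-1 at 37 °C on non-fermentable ethanol glycerol medium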
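Luminescent cell viability in 1536-well qHTS format served as the measure of rescued growth in ts fusion-mutant S. cerevisiae cultured on non-fermentable YPEG for 48 hours at 37C.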
USP2a inh – inhibitors of human ubiquitin-specific protease USP2a | O75604 | USP2 core, Ub-CHOP2 coupled fluorogenic reporter, 485/531 | Potency, µM (titrated, usually from 38.3 µM), for inactives: at the highest dose activity change, negative = inhibition, actives largely listed as inhibitors | hit rate 0.01% among 330,000;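 further: potency means the concentration at half of the fitted maximal effect; plate controls were DMSO wells for no effect and full inhibition by NEM control for full effect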
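USP2 core (10nM final) preincubated 30min RT with compound in 20mM Tris-HCl pH 8.0, 2mM CaCl2, 2mM beta-mercaptoethanol, 0.05% CHAPS; 25nM Ub-CHOP2 plus 25nM reporter substrate added, fluorescence (Ex485/Em531) read after 60min.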
TSHR antag – antagonists of human thyroid stimulating hormone receptor; P16473; hit rate 0.2% among 330,000; TSHR-expressing cells, TSH-stimulated cAMP HTRF, 2 h; stronger effect = lower value; activity change, negative = inhibition, % at 11.5 µM;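 active means activity change below a set negative limit, meaning inhibition stronger than a set level, cut at about -70% in these data; inconclusive means activity change between two set negative limits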; further: on the % scale 0 is the no-effect control and ±100 the full control effect
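Antagonism was scored as loss of TSH-driven cAMP in TSHR cells, stimulated with 4nM TSH (EC80) for 2 hours at 37 deg C and detected by homogeneous HTRF competition immunoassay.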
KCNH2 WT inh – KCNH2 (human, wildtype) channel inhibition | activity change, % at 1.84 µM | U2OS, BacMam KCNH2, thallium flux FluxOr; stronger effect = lower value | hit rate 0.37% among 340,000;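 active means maximum activity change below -70%; inconclusive means maximum activity change between -70% and -50%; inactive means maximum activity change above -50%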; further: on the % scale 0 is the no-effect control and ±100 the full control effect
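U2OS cells transduced with wild-type KCNH2 virus are loaded with FluxOr dye for 45 min, and thallium flux is measured in kinetic reads before and after stimulation buffer. Rate constants are normalized to DMSO controls.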
Menin-MLL TR inh – displaces Texas Red mutant MLL peptide from human menin; Menin + Texas Red MLL mutant peptide, fluorescence polarization; AID 1768; Potency, µM (titrated, usually from 61.6 µM), for inactives: at the highest dose FP activity change, negative = inhibition, usual class: inhibitors; hit rate 0.23% among 270,000; O00255; active means well fitted inhibition curve with a large enough effect in the polarisation, with a control signal flat, not every such curve was filed as active; inconclusive means small, poorly fitted or top-dose-only effect, or effect the other way, or a change in a side signal; inactive means no such curve, though single readings can be large or run the other way; the % refers to the polarisation; further: potency means the concentration at half of the fitted maximal effect; % of control where 0% means no effect; many of its hits are not listed in these tables
Target sequence (O00255 whole entry, looked up): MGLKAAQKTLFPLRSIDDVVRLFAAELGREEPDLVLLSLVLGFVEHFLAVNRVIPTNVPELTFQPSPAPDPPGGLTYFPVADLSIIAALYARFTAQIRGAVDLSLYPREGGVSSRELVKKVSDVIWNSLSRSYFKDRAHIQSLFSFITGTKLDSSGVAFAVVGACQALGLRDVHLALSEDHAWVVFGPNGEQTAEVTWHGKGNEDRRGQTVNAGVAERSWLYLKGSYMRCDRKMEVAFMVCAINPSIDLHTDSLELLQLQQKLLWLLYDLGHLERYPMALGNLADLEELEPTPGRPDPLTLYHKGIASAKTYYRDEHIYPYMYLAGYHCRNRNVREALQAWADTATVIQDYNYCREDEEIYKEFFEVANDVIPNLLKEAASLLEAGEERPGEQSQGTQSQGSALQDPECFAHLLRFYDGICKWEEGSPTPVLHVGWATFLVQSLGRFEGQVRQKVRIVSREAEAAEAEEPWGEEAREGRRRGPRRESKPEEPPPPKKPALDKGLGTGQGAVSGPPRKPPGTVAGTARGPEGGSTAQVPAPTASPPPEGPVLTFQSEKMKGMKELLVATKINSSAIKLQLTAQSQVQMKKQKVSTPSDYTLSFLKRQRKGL
S-ASM inh – inhibitors of human secretory acid sphingomyelinase. placental ASM, HMU-PC fluorogenic substrate, 60 min. AID 504937. hit rate 0.006% among 340,000. P17405. Potency, µM (highest dose often 57.5 µM), inactives show at the top dose activity change, negative = inhibition, actives largely listed as inhibitors; further: potency means the concentration at half of the fitted maximal effect
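Human placenta-derived ASM enzyme was preincubated with compound for 10 minutes at room temperature, then given fluorogenic substrate HMU-PC0 (9 uM final) for 60 minutes at 37 °C; a pH 10 stop preceded fluorescence reading at Ex 386/Em 447 nm.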
BCR signal inh – inhibitors of chronic active B-cell receptor signaling; hit rate 0.05% among 340,000; ABC-DLBCL IkBa-CBG/CBR reporter, luminescence ratio, 4 h; AID 493014; Potency, µM (top dose mostly 46.1 µM), inactives show top-dose ratio change, negative = lower green/red ratio, usual class: inhibitors; active means well fitted inhibition curve with a large enough effect in the signal ratio, with a control signal flat, not every such curve was filed as active; inconclusive means small, poorly fitted or top-dose-only effect, or effect the other way, or a change in a side signal; the % refers to the signal ratio;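 further: potency means the concentration at half of the fitted maximal effect; plate controls were basal doxycycline-induced cells for no effect and cells given 10 µM MG132 for full effect; MG132 reads +100%, hits lower the ratio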
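TMD8 ABC-DLBCL cells carrying doxycycline-inducible green luciferase fused to IkappaBalpha plus unfused red luciferase were exposed to compounds (up to 46 uM) for 4 hrs at 37C. Activity came from the overlap-corrected green/red luminescence ratio.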
* marks the source's active call; other numbers are inactive results; ? = inconclusive; nt = not tested or not shown; [ ] = remark or other dose. Unless noted, the call rests on the fitted dose curve; in most records, active means well fitted curve in the direction sought with a large enough effect; inconclusive means small, poorly fitted or top-dose-only effect, or another doubt; inactive means no such curve, though single readings can be large; an effect the other way counts as inactive or inconclusive. The list is partial; the hit share may differ from the screen's.

SMILES | MBNL1 CUG block | PKM2 act | GALK inhibitor | Eya2 phos inh | Mito fusion act | USP2a inh | TSHR antag | KCNH2 WT inh | Menin-MLL TR inh | S-ASM inh | BCR signal inh
CCCCC1=CC2=CC(=O)C(C)(OC(=O)CC)C(=O)C2=CN1CCN1CCOCC1 (stereo not drawn) | 10% | -3%[11.5 µM] | -1% | -2% | 6% | 0% | -4 | -2 | -9%[11.7 µM] | 124%[activator] | ?
CCOC(=O)c1cc(C#N)c(SCc2ccc(C#N)cc2)nc1C | -6% | 1% | 6% | 13% | 0% | -3% | 4 | 5 | -2% | -4% | -1%
COc1ccc(C(=O)c2ccc(OC)c3cccc(O)c23)cc1OC | 10% | 3% | 0% | -13% | 0% | 6% | 15 | -14 | -1% | -4% | -23%
COc1ccc(CC(=O)NCCN2CCCC2)cc1 | -21% | 5% | -5% | -3% | -1% | 0% | 37 | 4 | 8% | 1% | 0%
CCCCCCC(=O)N=Nc1c(O)[nH]c2ccc([N+](=O)[O-])cc12 | nt | 7% | 3% | -24% | -8% | 2% | 5 | -6 | ? | -11% | 3%
O=C(/C=C/c1ccc([N+](=O)[O-])cc1)NNC(=O)C1CC1 | ? | nt | 0% | -19% | 1% | -2% | -2 | -7 | 10% | -1% | -1%
COc1ccc(N2CCN(Cc3cc(=O)oc4ccc5ccccc5c34)CC2)cc1 | 10% | 5% | 1% | -2% | 3% | 1% | -1 | -8 | 5% | ? | -1%
CCC(Sc1nc2ccncc2[nH]1)C(=O)Nc1cc(Cl)ccc1C (stereo not drawn) | -7% | 4% | nt | -4% | -1% | -1% | 18 | -6 | ? | -7% | 1%
CCOC(=O)CNS(=O)(=O)c1cc(-c2nn(C)c(=O)c3ccccc23)ccc1C | -9% | ? | -3% | -6% | 3% | -1% | 43 | 4 | nt | 2% | ?
Cc1ccc2oc(-c3cccc(NC(=S)NC(=O)/C=C/c4ccco4)c3)nc2c1 | 9% | -5% | 0% | 7% | -6% | 2% | -5 | -3 | ? | -1% | ?
CC(C)(C)c1nc(Sc2ncccc2[N+](=O)[O-])n[nH]1 | nt | 0% | -1% | -29% | -3% | 8% | 5 | -1 | nt | -5% | 4%
COc1ccccc1CC(=O)Nc1nc(-c2ccc(F)c(F)c2)cs1 | -2% | -4% | -2% | 3% | 0% | 4% | -24 | -11 | 48%[activator] | -2% | ?
CC1CC(C)CN(CCCNC(=O)c2ccc3c(c2)NC(=O)CS3)C1 (stereo not drawn) | 6% | nt | 9% | 8% | 0% | 1% | 6 | 1 | -2% | -1% | 2%
COc1ccc(/C(C)=N/NC(=O)C2C3CCCCC32)c(OC)c1 (stereo not drawn) | -5% | 7% | 2% | -10% | 0% | 4% | -10 | -4 | ? | 6% | -3%
COc1ccc(C=C(C#N)C#N)c(CSc2ccccn2)c1 | 6% | 0% | -7% | 8% | 1% | -1% | -2 | -3 | 25% | 3% | ?
CCOC(=O)COc1ccc2c(c1)C(=O)CC(C)(c1cccnc1)O2 (stereo not drawn) | 12% | 8% | -1% | -14% | 1% | -4% | 4 | 5 | 0% | 219%[activator] | 1%
O=C(O)CCCCCNc1ccc2nsnc2c1[N+](=O)[O-] | ? | -11% | -3% | 0% | -2% | 4% | 34 | 8 | 3% | 1% | ?
CNc1nc(C)c(C(=O)c2ccc(Cl)cc2)s1 | ? | 0% | -2% | 2% | 8% | -1% | -9 | 3 | -9% | -1% | -1%
COc1cc(NC(=O)c2cccc(Cl)c2)ccc1NC(=O)c1cccs1 | -9% | 0% | 1% | -4% | 17% | 0% | -11 | 14 | 9% | 25% | ?
COc1ccc(-c2coc3cc(O[C@@H]4O[C@H](CO)[C@@H](O)[C@H](O)[C@H]4O)c(OC)cc3c2=O)cc1 | nt | nt | nt | -2% | nt | 4% | 4 | 7 | nt | 1% | ?
Cc1ccc(NC(=O)c2cccs2)cc1[N+](=O)[O-] | ? | 0% | 0% | 1% | 19% | -1% | -5 | -2 | ? | -5% | -5%
O=c1c2c(nc3cc(-c4cccc(F)c4)[nH]n13)CCC2 | -1% | -3% | -3% | 2% | -5% | 7% | -10 | 11 | -2% | -8% | ?
Cc1sc(NC(=O)c2ccccc2)c(C(c2ccccn2)N2CCN(CCO)CC2)c1C (stereo not drawn) | -10% | ? | 1% | -3% | 3% | 3% | 9 | 13 | -10% | -1% | ?
CCC(C)N1CCN(S(=O)(=O)c2ccc3ccccc3c2)CC1 (stereo not drawn) | 2% | nt | 6% | 12% | -10% | 0% | 0 | 22 | ? | 1% | 1%
COC(=O)c1sccc1NC(=O)CSCC(=O)O | 12% | -3% | 6% | -5% | -4% | 5% | 3 | -8 | -10% | 0% | 4%
Cc1cccc(NC(=O)C2CCN(S(=O)(=O)c3cccc4cccnc34)CC2)n1 | 12% | 6% | 1% | 2% | 3% | -1% | -11 | -14 | -1%[11.7 µM] | -4% | ?
Cc1ccc(-n2c(SCC(=O)NCC3CCCO3)nc3c(c2=O)SCC3)cc1 (stereo not drawn) | ? | 5% | -1% | -20% | -1% | 0% | 14 | 27 | 6% | -2% | -10%
CN(Cc1ccccc1)C(=O)CSc1nc2ccccc2[nH]1 | -2% | 0% | -1% | -5% | 6% | 0% | -2 | -3 | -12% | 4% | 4%
COc1ccc(-c2cc(C(=O)N3CCN(c4ccccc4O)CC3)c3ccccc3n2)cc1 | nt | nt | nt | 8% | -5% | 2% | -17 | -6 | nt | -9% | ?
Cc1cccc(-c2cc3nc4c(c(N5CCOCC5)n3n2)CCCC4)c1 | 0% | -5% | -5% | -7% | 17% | -10% | -14 | -2 | -14% | -2% | 2%
COc1cc(Cl)ccc1OCc1cc(C(=O)N2CCCCCC2)no1 | -1% | nt | -4% | -1% | 1% | 4% | -4 | -11 | nt | 0% | 11%
C/C(CC(=O)Nc1ccc2c(c1)OCO2)=N\NC(=O)C(c1ccccc1)c1ccccc1 | -5% | -5% | 0% | 5% | 1% | 1% | 5 | -4 | -1% | -1% | -3%
Cc1nnc(-c2ccc(Oc3ccc(C)c(C)c3)c([N+](=O)[O-])c2)o1 | ? | -2% | 1% | 3% | ? | 3% | 8 | 5 | 4% | -2% | ?
C=CCOc1cccc(C2C(C(=O)c3ccco3)=C(O)C(=O)N2Cc2ccncc2)c1 (stereo not drawn) | 6% | 14% | 0% | -7% | -6% | 0% | 2 | -3 | -2% | -2% | 7%
COc1ccccc1-c1cc(C(=O)NCc2ccccc2)no1 | 2% | -1% | -8% | -18% | 5% | 0% | -1 | 31 | 4% | -3% | ?
CCc1noc(C)c1C(=O)Nc1ccc(-c2nnc3n2CCCCC3)cc1 | nt | nt | nt | 1% | 0% | 2% | 0 | 3 | nt | nt | ?
CC1C(=O)Nc2ccccc2N1C(=O)c1ccccc1 (stereo not drawn) | -9% | nt | 11% | -28% | -4% | 2% | -1 | 0 | -3% | -4% | -2%
COc1cc(/C=N/NC(=O)c2cccs2)ccc1OCc1ccccc1 | 4% | 4% | -3% | 2% | 2% | -2% | 6 | -2 | -17% | 3% | ?
CCOC(=O)CC(=O)CSCC(=O)Nc1ccc(C)cc1 | 0% | 1% | 0% | 7% | -6% | -2% | 5 | -8 | 1% | 1% | ?
Cc1nn(-c2ccccc2)c(C)c1C(=O)OCC(=O)N1CC(=O)Nc2ccccc21 | 4% | -2% | 1% | -16% | 0% | -4% | -3 | -4 | -1% | 6% | ?
Cc1cccc(C)c1NC(=O)CSc1nnc(C)n1-c1ccccc1 | 4% | 2% | -2% | -2% | -4% | 0% | 16 | 7 | 4% | 0% | 11%
O=C(O)c1ccc(N2C(=O)/C(=C/c3ccc(-c4ccc([N+](=O)[O-])cc4)o3)C=C2c2ccccc2)cc1 | ? | ? | -2% | -24% | -1% | 4% | -9 | -4 | ? | -30% | -10%
COc1ccc(CNC(=S)NNC(=O)c2cc3ccccc3o2)cc1 | 5% | 0% | -2% | -4% | 4% | -1% | -7 | -6 | ? | 0% | -10%
